Screening data (PubChem)
Wnt bcat act = Wnt/beta-catenin pathway activators, primary screen, cell-based, plate reader, single point; activation, % at 9.35 µM; Wnt/beta-catenin reporter cell assay, activator; 1.2% of 300,000 active; in the data active = activation above about 30%, passing the limit was not always enough; inconclusive = no clear call, values can overlap the other calls;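 also: 0% = neutral control wells and 100% = positive control wells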
NSD2 inh = NSD2 histone methyltransferase inhibitors, primary screen, biochemical, AlphaScreen, single concentration, set 2; inhibition, % at 12.5 µM; NSD2 peptide methylation, 120 min; Histone-lysine N-methyltransferase NSD2 (Homo sapiens), O96028; 0.54% of 310,000 active; in the data active = inhibition above about 50%
CDK5 inh = inhibitors of human CDK5/p35 kinase, primary screen, biochemical, single concentration; Cyclin-dependent kinase 5 (Homo sapiens) + Cyclin-dependent kinase 5 activator 1 (Homo …; Recombinant CDK5/p35, ADP-Glo luminescence, 60 min; inhibition, % at 10 µM; 0.01% of 330,000 active;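 active = highest replicate inhibition of at least 50% and at least 75% of replicates reaching 50%; inconclusive = only one of the two criteria met; inactive = both criteria failed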;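 also: plate controls were DMSO neutral control for no effect and GW8510 at 10 µM for full effect; many of its hits are not listed in these tables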
Target sequence (Q00535 whole entry, looked up): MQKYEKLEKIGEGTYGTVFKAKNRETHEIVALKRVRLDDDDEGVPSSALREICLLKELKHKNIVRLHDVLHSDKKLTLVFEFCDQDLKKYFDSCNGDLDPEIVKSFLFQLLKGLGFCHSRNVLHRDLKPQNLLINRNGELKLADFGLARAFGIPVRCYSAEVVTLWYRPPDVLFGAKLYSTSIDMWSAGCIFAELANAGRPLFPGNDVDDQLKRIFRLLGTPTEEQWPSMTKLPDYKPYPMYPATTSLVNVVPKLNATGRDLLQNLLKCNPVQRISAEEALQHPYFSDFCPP
Target sequence (Q15078 whole entry, looked up): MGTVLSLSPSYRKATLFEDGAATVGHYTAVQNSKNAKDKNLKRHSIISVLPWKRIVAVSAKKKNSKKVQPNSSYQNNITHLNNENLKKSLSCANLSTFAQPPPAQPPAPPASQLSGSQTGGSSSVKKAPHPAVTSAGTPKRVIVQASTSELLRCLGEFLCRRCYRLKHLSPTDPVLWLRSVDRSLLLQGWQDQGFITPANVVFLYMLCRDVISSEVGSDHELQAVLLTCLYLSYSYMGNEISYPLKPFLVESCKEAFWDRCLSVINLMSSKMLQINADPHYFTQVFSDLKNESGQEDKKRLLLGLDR
MITF TRPM1 HTS = activators of MITF-driven TRPM1 promoter reporter, primary screen, cell-based, SK-MEL-5, luciferase, single point; SK-MEL-5 TRPM1-promoter luciferase, 24 h; % of positive control, neutral wells = 0; activation, % at 12.5 µM; 0.75% of 300,000 active; AID 588334, 2011;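 active = mean activation of at least 80% with every replicate also reaching 80%; inconclusive = mean reaches 80% but some replicate falls short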;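 also: 0% = neutral control wells and 100% = parthenolide positive control wells; values of inactives mirror those of a sister screen read the other way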
HTR5A ag = HTR5A agonists in luminescence cell assay, primary screen, counter-screen for OPRM1-OPRD1 heterodimer agonist project, full-deck HTS; 5-hydroxytryptamine receptor 5A (Homo sapiens), P47898; cell-based; activation, % at 9.3 µM; 0.61% of 340,000 active; AID 504692, 2011; in the data active = activation mostly above about 9.5%, no sharp cut-off; inactive = mostly below about 7.6%;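 also: 0% = cells with vehicle only and 100% = reference agonist; strong numbers were not always called active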
Target sequence (P47898 whole entry, looked up): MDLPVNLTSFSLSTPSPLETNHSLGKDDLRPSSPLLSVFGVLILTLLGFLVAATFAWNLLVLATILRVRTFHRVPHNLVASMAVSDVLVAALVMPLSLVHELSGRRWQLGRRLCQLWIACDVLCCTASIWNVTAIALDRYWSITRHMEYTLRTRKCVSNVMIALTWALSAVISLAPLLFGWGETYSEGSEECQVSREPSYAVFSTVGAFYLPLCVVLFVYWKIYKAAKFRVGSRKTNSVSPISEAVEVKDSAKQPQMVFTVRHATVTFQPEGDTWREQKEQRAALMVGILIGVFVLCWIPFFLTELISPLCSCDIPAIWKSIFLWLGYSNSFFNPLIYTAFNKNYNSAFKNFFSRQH
HTR5A inv ctr = HTR5A inverse agonists in luminescence cell assay, primary screen, counter-screen for OPRM1-OPRD1 heterodimer inverse agonist project, full-deck HTS; inhibition, % at 9.3 µM; 5-hydroxytryptamine receptor 5A (Homo sapiens), P47898; HTR5A cell line, inverse agonism; 0.083% of 340,000 active; in the data active = inhibition mostly above about 23%, no sharp cut-off; inactive = mostly below about 18%;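 also: 0% = cells with DMSO and 100% = no-cell wells with DMSO; some compounds called inactive have numbers as strong as hits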
SR-BI DiI inh = inhibitors of SR-BI mediated HDL lipid uptake, primary screen, ldlA[mSR-BI] cells, fluorescence, single point; ldlA[mSR-BI] CHO cells, DiI-HDL uptake fluorescence, 3 h; AID 488896, 2010; Scavenger receptor class B member 1 (Mus musculus), Q61009; 0.96% of 320,000 active; inhibition, % at 12.5 µM;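 active = mean replicate inhibition of at least 70% and a set share of replicates each scoring 70 or more; inconclusive = meets just one of the two criteria; inactive = fails both criteria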;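 also: 0% = median of neutral control wells and 100% = median of positive control wells; values of inactives mirror those of a sister screen read the other way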
PvdQ acylase = P. aeruginosa PvdQ acylase inhibitors, primary screen, biochemical, fluorescence, plate reader and imaging, single point; 0.063% of 340,000 active; PvdQ acylase [Pseudomonas aeruginosa LESB58]; AID 488965, 2010; inhibition, % at 10 µM; purified PvdQ acylase; in the data active = inhibition above about 30%, passing the limit was not always enough; inconclusive = no clear call, values can overlap the other calls;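 also: 0% = vehicle neutral wells and 100% = reference inhibitor wells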
dFosB activator = activators of delta FosB homodimer, primary screen, biochemical, fluorescence polarization, TAMRA-CDK5 oligo, single point; activation, % at 25 µM; AID 493131, 2011; Protein FosB (Mus musculus), P13346; purified delta FosB; percent of positive-control signal above neutral wells; 0.99% of 340,000 active;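 active = mean activation above about 17%, with every replicate also reaching it, limit read from the data, passing the limit was not always enough; inconclusive = only one of the two conditions met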;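 also: fluorescence polarization rise as delta FosB binds a TAMRA Cdk5 AP-1 oligo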
V-ATPase pHluor = regulators of yeast V-ATPase proton pumping, primary screen, pHLuorin cytosolic pH fluorescence. 0.37% of 350,000 active. AID 504577, 2011. S. cerevisiae. response, % at 10 µM; in the data active = response mostly above about 7.3%, no sharp cut-off; inactive = mostly below about 5.4%; also: actives read high; inactives centre near 0; some compounds called inactive have numbers as strong as hits; reference of the scale not given here
* = called active by the depositor; ? = inconclusive; . = no result given.

SMILES	Wnt bcat act	NSD2 inh	CDK5 inh	MITF TRPM1 HTS	HTR5A ag	HTR5A inv ctr	SR-BI DiI inh	PvdQ acylase	dFosB activator	V-ATPase pHluor
COc1ccccc1CCC(=O)OCC(=O)Nc1cccc(S(=O)(=O)N2CCOCC2)c1	-3	0	0.2	-8	-3	9	2	1	-8	-5
O=C(O)CCn1c2ccccc2c2nc3ccccc3nc21	2	9	-0.2	.	3	-13	-8	11	-12	0
Cc1ccc(S(=O)(=O)Nc2ccncc2)c(C)c1	7	-2	-0.9	2	-1	5	2	-5	-3	0
Cn1c(SCC(=O)Nc2ccccc2)nc(O)cc1=O	-2	-2	-1.3	-25	6	1	-19	-14	6	8.9*
CCOC(=O)c1cnc2ccccc2c1NCCO	-2	0	0.1	4	2	-24	-20	3	-5	0
CCOc1ccccc1-n1nnnc1SCC(=O)N1CCCC1=O	-3	14	0.7	-2	0	-10	19	-20	-9	2
COC(=O)c1c(NC(=O)c2ccco2)sc(C)c1C	7	3	-1.1	1	0	-13	50	-10	-1	-1
CN(C)S(=O)(=O)c1cccc(NC(=S)N2CCc3ccccc32)c1	-1	-3	2.0	2	2	-5	41	6	-1	-1
N#Cc1ccc(CSc2nnc3[nH]c(=O)cc(N)n23)cc1	-2	-1	1.4	2	7	-19	-9	14	-7	-2
CCNC(=S)NNC(=O)c1cc(C)nc2ccccc12	0	-2	0.1	4	-1	0	-11	-2	-5	-4
CCOc1ccc(CCNC(=O)c2cc(S(=O)(=O)N3CCOCC3)ccc2C)cc1OCC	-2	0	-0.2	7	-1	-32	9	-6	-5	2
Clc1ccccc1/C=N/N1CCN(Cc2ccccc2)CC1	0	8	0.9	35	-1	3	-31	3	1	-3
Cc1nn(Cc2ccccc2)c(C)c1NC(=O)CCCn1nc([N+](=O)[O-])c(Cl)c1C	-5	-1	0.6	1	6	4	24	10	-3	3
Nc1ccccc1SCC(=O)Nc1ccc2c(c1)OCCO2	-1	2	1.1	6	2	-6	-20	-17	1	-2
CC(C)N1CCC(NC(=O)NC2CCCCC2)CC1	0	-1	0.3	-4	0	-30	-17	-14	-2	0
O=C(O)c1cc2cc(Cl)ccc2oc1=O	.	1	1.2	4	-2	-18	-23	-7	-1	2
CCn1c(-c2ccccc2SC)n[nH]c1=S	5	-1	1.6	-8	4	-10	-5	-12	-3	-3
COc1ccccc1NC(=O)CSc1ccc(-c2ccc(-n3ccnc3)cc2)nn1	-1	0	1.9	-7	-1	3	27	5	-10	-1
C=CCNc1nc(C)c(CNc2c(C)cc(C)cc2C)nc1C#N	-1	2	-1.1	9	1	-2	3	-10	-5	2
CC(=O)NCCNc1nc2c(-c3cccc(C)c3)nnn2c2ccccc12	7	-1	-0.5	5	-3	11	25	-9	-3	-2
CCS(=O)(=O)N1Cc2ccccc2CC1C(=O)Nc1ccc(F)c(F)c1F (centres undefined)	0	-3	1.5	24	0	-1	.	4	-5	7
O=C(CSc1ccccc1)Nc1ccc(N2CCN(c3ccccc3)CC2)c(F)c1	.	-1	0.3	.	-4	-7	-13	-8	-2	0
COC(=O)c1ccc(NC(=O)CCN2CCN(CCC(=O)Nc3ccc(C(=O)OC)cc3)CC2)cc1	-1	-5	-0.4	.	9	-5	32	-8	-2	-1
COc1ccc(CCNC(=O)C2CCCN2C(=O)Nc2ccccc2)cc1OC (centres undefined)	-1	-4	-0.1	-9	-1	3	-2	-5	1	-3
CCN(CC)S(=O)(=O)c1cc(C(=O)Nc2ccccc2C(=O)O)ccc1OC	1	.	-0.1	-2	11	-20	-9	2	-4	3
CC(=O)N=c1sc2nc3ccccc3nc2n1N(C(C)=O)C(C)=O	2	4	1.1	-10	6	0	3	10	-1	-1
O=C1C(Cc2ccccc2)Nc2ncnc(N3CCc4ccccc4C3)c2N1Cc1ccccc1 (centres undefined)	.	.	0.3	-3	1	14	-23	-15	-18	1
C=CCN(C(=O)CCC(=O)Nc1cc(C)on1)C(C(=O)NC1CCCC1)c1ccc(Cl)cc1 (centres undefined)	0	3	-1.4	-6	-1	-7	2	-11	-10	-1
CN(Cc1cccs1)C(=O)CSc1nnnn1C	.	-1	-0.1	-13	5	12	-16	-14	3	0
O=C(CCc1ccc(S(=O)(=O)NC2CCCCC2)cc1)Nc1ccccc1	.	-1	0.1	-4	3	2	21	-8	2	-1
O=C(NCC(c1cccs1)N1CCOCC1)c1cc([N+](=O)[O-])ccc1Cl (centres undefined)	.	-1	-1.4	-14	5	13	-38	-15	1	8
Fc1cccc(Cl)c1CSc1ncn[nH]1	.	-1	-2.5	.	-2	7	-8	-25	3	-2
CC(C)(C)NNC(=S)Nc1ccc(S(=O)(=O)N2CCOCC2)cc1	-2	-4	0.8	2	4	-11	-7	-3	-5	-2
CC1=CS(=O)(=O)CC1Sc1ncn[nH]1 (centres undefined)	.	144*	0.4	2	2	-34	-11	-3	1	1
O=C(N/N=C/C=C/c1ccco1)C(O)c1ccccc1 (centres undefined)	.	1	0.9	2	0	-8	-35	11	-17	0
CCN(CC)CCOC(=O)c1ccc(NC(=O)c2cn(-c3ccccc3)nc2-c2cccs2)cc1	1	-6	0.8	-25	2	-4	26	12	-62	0
Cc1ccc(OC(C)C(=O)N(Cc2cccs2)C2CCS(=O)(=O)C2)cc1C (centres undefined)	1	0	-8.3	.	2	-19	23	-15	-2	0
CC(O)c1ccc(OCCN(C)c2ccccn2)cc1 (centres undefined)	13	0	1.5	39	-4	13	0	-1	-1	-5
CCn1c(-c2ccccc2Cl)nn(CC(=O)Nc2ccc(OC)cc2)c1=S	.	10	-2.7	0	2	-6	-4	1	1	1
CCCOc1ccc2ccccc2c1/C=N/n1cnnc1	-3	.	-0.2	10	0	19	14	-5	-9	1
CCc1ccc(C(=O)COC(=O)c2ccc(-c3nnc(-c4ccccc4)o3)cc2)cc1	.	-2	-1.8	22	-6	10	25	-8	8	2
CC(C)=CCC(C)(C)C1OCCN1C(=O)Nc1ccccc1 (centres undefined)	-6	2	-1.4	.	-3	-9	-21	-8	-6	0
COc1ccccc1C(=O)NCC(=O)n1nc(C)cc1C	-4	-1	0.7	-3	2	-27	-9	-4	2	-6
Cc1cc(C=C2C(=O)c3ccccc3C2=O)c(C)n1-c1cccc(C(=O)O)c1	?	15	1.8	6	3	-8	-11	-12	-14	-2
Cc1cccc(OCC(=O)Oc2ccc(Cl)cc2)c1	2	0	-1.5	.	4	-20	-8	-14	1	2
COc1ccccc1N1CCN(C(=O)CCCNC(=O)Cn2cnc3sc(C)c(C)c3c2=O)CC1	5	0	0.2	-8	1	-2	.	-8	-4	-3
COC(=O)c1ccc(Cn2nc(C)cc2C)cc1	6	-4	-0.6	45	0	-11	6	-21	0	0
COc1ccc(/C=N/NC(=O)Cn2ccnc2C)cc1OC	12	-1	2.2	.	.	.	-5	-1	-3	2
COc1ccccc1/C=N/NC(=O)c1nnn(-c2nonc2N)c1CN(C)c1ccccc1	-3	-4	-0.1	-3	-1	-7	38	3	-2	-1
CC(C)c1cc(C(=O)NCc2ccco2)no1	11	.	2.6	51	2	-5	-7	5	0	8
O=CN1CCN(S(=O)(=O)c2ccc(S(=O)(=O)NC3CCCCC3)cc2)CC1	-5	2	-1.4	3	-3	8	-10	3	-4	-4
COc1ccc(C2CC23N=C(c2ccccc2)OC3=O)cc1 (centres undefined)	-1	-1	0.9	-1	0	-29	-31	6	2	2
O=C1NC2(CCCCCC2)C(=O)N1CCS(=O)(=O)Oc1ccccc1	-16	-2	-1.0	-10	-1	2	-3	-13	-12	-1
Cn1c(=O)n(CC(=O)O)c(=O)c2c1nc1n2CCCN1Cc1ccccc1	0	-1	-0.1	5	-3	12	-16	-9	-1	-1
Cc1sc2ncnc(SCC#N)c2c1C	.	2	0.7	-7	1	-2	4	-7	-2	1
CCOC(=O)N1CCN(C(=O)CSCc2nc(-c3ccccc3F)oc2C)CC1	.	.	3.3	.	1	-2	2	27	-5	-1
COc1ccc(Oc2cc(F)nc(N)n2)cc1	-2	-4	-1.7	3	3	5	-1	5	3	0
Cc1cs/c(=N\N=C\c2cccc([N+](=O)[O-])c2)n1Cc1ccco1	5	1	4.3	4	3	15	1	-11	-1	-1
CC(C)c1ccc(C2c3[nH]c4ccccc4c3C[C@H]3C(=O)N(c4ccccc4C(=O)N4CCC[C@@H]4C(=O)O)C(=O)N23)cc1 (some centres undefined)	-1	.	-3.4	-10	7	15	-13	-17	-10	0
N#Cc1ccc(S(=O)(=O)N2CCc3[nH]c4ccc(F)cc4c3C2)cc1	0	20	0.7	0	11	-28	33	3	4	-5
(cont.)
SMILES	Wnt bcat act	NSD2 inh	CDK5 inh	MITF TRPM1 HTS	HTR5A ag	HTR5A inv ctr	SR-BI DiI inh	PvdQ acylase	dFosB activator	V-ATPase pHluor
Cc1csc(NC(=O)CN2CCCCCC2)n1	2	.	0.8	-6	-3	-4	-9	10	-1	-8
COc1ccc(CN2CCC(CO)(CCOc3ccccc3)CC2)cc1C	0	1	-1.3	3	-2	4	-7	-16	-8	8
Cc1[nH]c(=O)[nH]c(=O)c1S(=O)(=O)N1CCC(C(=O)N2CCN(Cc3ccccc3)CC2)CC1	.	.	0.0	-7	10	2	-1	-12	1	2
CCOC(=O)/C(N)=C/c1ncc(C(F)(F)F)cc1Cl	.	-2	2.3	12	3	-7	-16	-19	-1	-3
O=C(NCc1cccs1)C1CCN(c2nccs2)CC1	.	-2	-2.0	7	4	-13	.	-13	4	0
CC(=O)Nc1ccc(Sc2ccccc2C(=O)O)cn1	2	73*	0.4	-10	-3	12	-30	3	1	-2
S=c1[nH]nc(-c2ccccc2)n1/N=C/c1cccs1	.	4	4.2	-3	-3	-5	-17	-9	-5	1
Cc1cc(C(=O)O)cc(S(=O)(=O)Nc2ccccc2C(=O)NC(C)c2ccccc2)c1C (centres undefined)	-1	3	-0.8	0	2	-6	-7	-12	-4	6
COc1ccc(NCC(=O)N2CCCC2)cc1Cl	1	5	1.9	1	1	-3	0	-10	-1	3
Cc1cc(C)cc(NC(=O)N2CCC(NC(=O)c3ccc(F)cc3)CC2)c1	-1	0	-2.6	-3	2	-1	25	-1	-18	4
CCOC(=O)C(NC(=O)CC)(Nc1ccc(S(N)(=O)=O)cc1)C(F)(F)F (centres undefined)	0	-11	3.1	-13	1	24	.	3	-5	-4
COc1cc(NC(=O)CN2C(=O)c3ccccc3S2(=O)=O)c(OC)cc1Cl	-4	.	0.7	12	3	-7	22	2	-3	1
